PKM2 act = PKM2 (human) enzyme activation | P14618 | purified PKM2, Kinase-Glo ATP luminescence, activation; response scale: 0% is enzyme alone, no compound | Potency, µM (top dose mostly 57.5 µM), for the others: top-dose activation, actives largely listed as activators | actives 0.34% (n = 260,000) | AID 1631; also: potency is read from the fitted curve at half-maximal effect; % is scaled to controls: 0 for no effect and ±100 for the full control effect; nearly all actives have a fitted effect of over 55% in size
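Purified hPK-M2 (>95% pure) converted ADP (0.1 mM final) to ATP with 0.5 mM PEP in 50 mM imidazole pH7.2, KCl, MgCl2, Tween 20, BSA; 1 h at room temperature. ATP detected by Kinase-Glo luminescence.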
GALK inhibitor = galactokinase (human) inhibition. AID 1868. P51570. Potency, µM (doses to about 57.5 µM), for the others: at the highest dose activity change, negative = inhibition, usual class: inhibitors. Purified GALK, Kinase-Glo residual ATP luminescence. actives 0.007% (n = 270,000); also: potency is read from the fitted curve at half-maximal effect; % is scaled to controls: 0 for no effect and ±100 for the full control effect
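5 nM enzyme, 35 uM ATP, 100 uM galactose, 20 mM HEPES pH8.0, 5 mM MgCl2; 1 h RT; residual ATP by Kinase-Glo Plus luminescence, qHTS format.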
FBPA coupling cs = inhibits coupling enzyme system, counter-screen for aldolase hits; activity change, negative = inhibition, % at 58.2 µM, hits read low; coupling enzyme system counterscreen, AmpLite Red fluorescence; actives 0.67% (n = 290,000); in the data active = activity change below about -30%; also: % is scaled to controls: 0 for no effect and ±100 for the full control effect
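Compounds tested against the coupling enzymes alone at 57.5 uM final; readout was AmpLite Red fluorescence (525/598 nm) after 20 min at RT.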
B2AR arrestin = recruits beta-arrestin to the human beta2-adrenergic receptor; P07550; beta-arrestin recruitment to beta2AR, cell-based reporter; Potency, µM (top dose mostly 46.1 µM), for inactives: top-dose activation, most hits filed as activators; actives 0.02% (n = 330,000);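 also: potency is read from the fitted curve at half-maximal effect; 0% = DMSO controls and full agonism = EC100 isoproterenol or metaproterenol; nearly all actives have a fitted effect of over 65% in size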
Target sequence (P07550 whole entry, looked up): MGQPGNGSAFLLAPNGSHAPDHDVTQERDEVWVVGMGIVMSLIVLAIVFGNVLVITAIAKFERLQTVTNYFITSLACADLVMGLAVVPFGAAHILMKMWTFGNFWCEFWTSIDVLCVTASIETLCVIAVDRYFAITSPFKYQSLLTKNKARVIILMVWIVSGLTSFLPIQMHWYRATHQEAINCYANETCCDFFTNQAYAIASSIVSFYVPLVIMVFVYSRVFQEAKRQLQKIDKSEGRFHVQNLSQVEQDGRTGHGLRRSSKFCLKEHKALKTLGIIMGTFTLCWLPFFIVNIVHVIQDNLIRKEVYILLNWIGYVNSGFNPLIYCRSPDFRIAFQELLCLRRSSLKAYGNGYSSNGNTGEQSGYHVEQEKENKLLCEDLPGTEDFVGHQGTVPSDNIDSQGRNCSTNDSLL
Tb PFK inh = inhibitors of T. brucei phosphofructokinase. AID 485367. actives 0.17% (n = 330,000). T. brucei PFK, ADP-Glo luminescence. Potency, µM (top dose mostly 57.5 µM), inactives show at the top dose activity, negative = inhibition, most hits filed as inhibitors. O15648;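 also: potency is read from the fitted curve at half-maximal effect; 0% = uninhibited 1x PFK enzyme wells and -100% = no-enzyme wells; nearly all actives have a fitted effect of over 60% in size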
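PFK 1.25 nM, F6P 0.5 mM, ATP 0.1 mM, 0.1 M TEA pH 8.0, 5 mM MgCl2, 0.01% Tween20, 0.1% BSA; 45 min RT. ADP-Glo readout. qHTS titration up to 57 uM; curves fitted, compounds curve-classed.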
TSG101-PTAP inh = blocks PTAP/TSG101 interaction to inhibit HIV-1 budding. Q99816. AID 493005. 340,000 tested, under 10 active. Fluorescence polarization, FITC-PTAP peptide / Tsg101 binding. Potency, µM (series often up to 115 µM), for the others: top-dose activity change, negative = inhibition, hits mostly inhibitors; active = well fitted inhibition curve with a large enough effect in the main read-out, with a control signal flat, not every such curve was filed as active; inconclusive = small, poorly fitted or top-dose-only effect, or effect the other way, or a change in a side signal; inactive = no such curve, though single readings can be large or run the other way; also: potency is read from the fitted curve at half-maximal effect; % of control where 0% means no effect
Target sequence (Q99816 whole entry, looked up): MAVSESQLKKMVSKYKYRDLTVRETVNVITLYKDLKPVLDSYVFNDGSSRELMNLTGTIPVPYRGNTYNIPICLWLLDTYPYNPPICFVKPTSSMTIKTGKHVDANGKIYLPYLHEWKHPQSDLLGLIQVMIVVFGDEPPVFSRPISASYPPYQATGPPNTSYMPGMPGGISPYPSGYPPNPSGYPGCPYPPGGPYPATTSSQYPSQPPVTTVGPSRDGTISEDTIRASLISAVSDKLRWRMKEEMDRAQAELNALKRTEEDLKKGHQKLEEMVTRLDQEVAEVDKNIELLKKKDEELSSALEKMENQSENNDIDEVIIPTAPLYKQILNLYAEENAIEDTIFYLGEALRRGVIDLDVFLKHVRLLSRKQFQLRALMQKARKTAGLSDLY
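FP read-out: FITC-PTAP peptide, 50 nM final, binding Tsg101 binding domain, 10 uM final; 20 min, r.t.; 10 mM HEPES pH 7.5, 0.15 M NaCl, 0.01% Tween 20, 3 mM EDTA, 0.1 mM TCEP.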
Giardia killer = Giardia lamblia killing; Giardia lamblia trophozoite viability; activity change, % at 7.66 µM, hits read low; actives 0.15% (n = 340,000); in the data active = activity change below about -80%; inconclusive = between about -30% and that limit;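 also: parasites exposed to compound for two days anaerobically before the ATP read; % is scaled to controls: 0 for no effect and ±100 for the full control effect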
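Viability, read as ATP luminescence: trophozoites at 100 cells/well, compound added, 48 hrs anaerobic at 37 deg C, then 15-30 min room-temperature development before reading.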
Menin MLL FP TR = inhibitors of human menin-MLL interaction, mutant MLL peptide; Menin + Texas Red MLL mutant peptide, fluorescence polarization; Potency, µM (top dose mostly 61.6 µM), inactives show top-dose FP activity change, negative = inhibition, actives largely listed as inhibitors; actives 0.23% (n = 270,000); AID 1768; active = well fitted inhibition curve with a large enough effect in the polarisation, with a control signal flat, not every such curve was filed as active; inconclusive = small, poorly fitted or top-dose-only effect, or effect the other way, or a change in a side signal; inactive = no such curve, though single readings can be large or run the other way; the % refers to the polarisation; also: potency is read from the fitted curve at half-maximal effect; % of control where 0% means no effect; many of its hits are not listed in these tables
a7 integrin act = activates integrin-mediated alleviation for muscular dystrophy; actives 0.064% (n = 350,000); Potency, µM (top dose mostly 38.3 µM), for the others: at the highest dose activation, actives largely listed as activators; alpha7betagal myoblasts, beta-gal FDG fluorescence, 48 h;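 also: potency is read from the fitted curve at half-maximal effect; 100% = response of the positive control SU9516; nearly all actives have a fitted effect of over 60% in size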
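Alpha7betagal+/- myoblasts (passage 13) were plated 16-24 hr, then exposed to compounds (1:260 dilution of DMSO stock) for 48 hours at 37C. After MPER lysis, β-galactosidase reporter activity was read as FDG fluorescence (ex 480/em 540) after 30 minutes.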
BCR signal inh = inhibitors of chronic active B-cell receptor signaling | ABC-DLBCL IkBa-CBG/CBR reporter, luminescence ratio, 4 h | Potency, µM (top dose mostly 46.1 µM), without a hit: top-dose ratio change, negative = lower green/red ratio, usual class: inhibitors | actives 0.05% (n = 340,000) | AID 493014; active = well fitted inhibition curve with a large enough effect in the signal ratio, with a control signal flat, not every such curve was filed as active; inconclusive = small, poorly fitted or top-dose-only effect, or effect the other way, or a change in a side signal; the % refers to the signal ratio;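 also: potency is read from the fitted curve at half-maximal effect; plate controls were basal doxycycline-induced cells for no effect and cells given 10 µM MG132 for full effect; MG132 reads +100%, hits lower the ratio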
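TMD8 human ABC-DLBCL cells with doxycycline-inducible IκBα–green luciferase fusion and unfused red luciferase, in 0.5% FBS medium; compounds up to 46 uM, 4 h at 37C. Green/red luminescence ratio, filter-overlap corrected, fitted to concentration-response curves.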
S-ASM inh = inhibitors of human secretory acid sphingomyelinase; Potency, µM (doses to about 57.5 µM), inactives show at the highest dose activity change, negative = inhibition, hits mostly inhibitors; placental ASM, HMU-PC fluorogenic substrate, 60 min; AID 504937; actives 0.006% (n = 340,000); also: potency is read from the fitted curve at half-maximal effect
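qHTS format. ASM enzyme prepared from human placenta hydrolyses the fluorogenic substrate HMU-PC0 (9 uM final) over 60 min at 37 °C after a 10 min compound preincubation.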
Numbers without * were called inactive; ? = inconclusive; . = no result given; [ ] = remark or other dose. Unless noted, calls follow the shape of the dose curve; as a rule, active = well fitted curve in the direction sought with a large enough effect; inconclusive = small, poorly fitted or top-dose-only effect, or another doubt; inactive = no such curve, though single readings can be large; an effect the other way counts as inactive or inconclusive. Not all compounds are listed (hit frequency here may not be typical).

SMILES | PKM2 act | GALK inhibitor | FBPA coupling cs | B2AR arrestin | Tb PFK inh | TSG101-PTAP inh | Giardia killer | Menin MLL FP TR | a7 integrin act | BCR signal inh | S-ASM inh
O=C(COC(=O)c1cc(Cl)nc(Cl)c1)Nc1ccc(Cl)c(S(=O)(=O)N2CCOCC2)c1 | . | . | . | -0.6% | 2% | -10% | -4 | . | 6% | 5% | -1%
COC(=O)c1cc(=O)n(Cc2ccc3c(c2)OCO3)c(=Nc2ccc(F)c(Cl)c2)s1 | 11% | -1% | 4 | -0.3% | 0% | -2% | -3 | -1% | 6% | 3% | -2%
CC(=O)c1ccc(OC(=O)COc2ccccc2Cl)cc1 | 5% | 0% | 2 | -0.4% | 2% | -3% | -8 | 4% | 11% | -1% | -2%
CCOC(=O)c1c(C)[nH]c(C(=O)Cn2nnc(-c3ccccc3)n2)c1C | 18% | 1% | 1 | 1.2% | 7% | 0% | 1 | 5% | 5% | 4% | -4%
O=C(CCS(=O)(=O)c1ccccc1Cl)NC1CCCCCC1 | . | . | . | 0.1% | 0% | -5% | -7 | . | -7% | -3% | 4%
O=C(NCc1ccccc1)c1cccnc1 | 2% | 5% | 0 | 0.1% | 1% | -1% | -14 | -2% | -68%[inhibitor] | 8% | -2%
O=S(=O)(c1ccc(F)cc1)N1CCN(Cc2ccccn2)CC1 | ? | 0% | 0 | 0.0% | 1% | -10% | 20 | -1% | 0% | 0% | 4%
Cn1c(NC(=O)c2cccs2)c(-c2cccs2)c(=O)c2ccccc21 | 0% | 1% | 4 | 5.0% | -5% | -2% | -5 | 3% | -2%[7.66 µM] | 1% | 2%
COc1ccc(C(=S)N2CCOCC2)cc1OC(=O)c1ccccc1 | -7% | -2% | 3 | -0.3% | -2% | 2% | -1 | -5% | 0% | 2% | -2%
CC1CCN(C(=O)/C(=C\c2ccccc2)NC(=O)c2ccccc2)CC1 | . | 6% | 4 | -0.3% | 1% | 0% | -11 | -12% | 28% | 1% | -2%
Cn1nnnc1SCC(=O)NCc1ccccc1 | 0% | 0% | 0 | -0.9% | -5% | -7% | -1 | -7% | 10% | 11% | 1%
Cc1ccc(NC(=O)COC(=O)CNC(=O)C2CCCCC2)cc1S(=O)(=O)N(C)C | . | . | . | -0.1% | 1% | -3% | 16 | . | -5% | ? | 3%
CC1CCCCC12NC(=O)N(CC(=O)NCCc1ccc(S(N)(=O)=O)cc1)C2=O (stereo not given) | . | . | . | -0.1% | -5% | -3% | -1 | . | 10% | 2% | 1%
CNC(=S)SCCOc1ccccc1 | 3% | 3% | 1 | 1.6% | 2% | 0% | -15 | . | ? | 1% | 0%
COc1cccc(C(=O)Nc2cccc(-c3ccccc3)c2)c1 | 2%[11.5 µM] | -4% | 2 | -0.1% | 0% | -5% | -13 | ? | -31% | ? | -6%
CCCCC(CC)CNC(=O)c1cccs1 (stereo not given) | -2% | 1% | 8 | -0.4% | 0% | -6% | 0 | 4% | 0% | -1% | 4%
CC(C)C(=O)N(Cc1ccc2c(c1)OCO2)Cc1ccccn1 | 7% | 4% | 1 | -0.2% | 1% | -6% | -6 | -14% | 15% | 0% | 1%
O=C(NCCc1ccccc1)C1(c2ccccc2)CC1(Cl)Cl (stereo not given) | 3% | -2% | 3 | -1.0% | 3% | -6% | 5 | -1% | -24% | ? | -2%
O=C1CC(N2CCN(c3ccccc3)CC2)C(=O)N1CCc1ccccc1 (stereo not given) | 8% | 9% | 2 | -0.1% | 2% | -1% | 1 | -2% | 2% | 1% | 1%
COc1ccc(CNn2c(-c3ccccc3F)nc3ccccc3c2=O)cc1OC | 1% | 6% | 1 | -0.3% | 6% | 0% | ? | -8% | 6% | -23% | 3%
Cn1c(CNC(=O)c2ccccc2F)nnc1SCC(=O)Nc1nnc(C2CC2)s1 | . | 0% | 3 | -0.3% | 5% | -8% | -3 | . | 8% | 4% | 4%
CCN=C1S/C(=C\c2ccc(O)c(OCC)c2)C(=O)N1CC | -3% | -1% | 2 | 6.1% | -3% | 0% | -8 | 0% | 7% | -2% | -7%
Cc1cc(C)c(S(=O)(=O)N2CCN(C(=O)c3ccc(-n4cncn4)c([N+](=O)[O-])c3)CC2)c(C)c1 | . | . | . | -0.7% | -1% | -3% | -9 | . | 8% | ? | -11%
Cc1cccc(OCC(O)Cn2c(N3CCCCC3)nc3c2c(=O)n(C)c(=O)n3C)c1 (stereo not given) | . | . | 2 | -0.8% | 1% | 1% | -5 | ? | 1% | -1% | -2%
Cc1ccccc1NC(=O)c1cn2c(nc3ccccc32)c(C#N)c1C | -1% | 0% | 1 | -0.3% | 2% | 0% | 6 | . | 11% | 7% | 90%[activator]
COc1ccc(-c2cn3c(C)c(C(=O)NC(C)(C)C)sc3n2)cc1 | 24% | . | 1 | 0.1% | 5% | -1% | 9 | -7% | 4% | ? | -2%
CCOCCCNC(=O)C1CCCN1C(=O)NC1CCCCC1 (stereo not given) | -3% | 0% | 1 | -1.4% | -1% | -4% | 19 | -3% | -15% | 7% | 3%
CCN(CC(=O)Nc1c(F)cccc1F)C(=O)C1COc2ccccc2O1 (stereo not given) | . | . | . | 0.2% | -2% | -2% | -22 | . | 14% | -2% | 1%
O=C(Cn1cc(C(=O)c2cccs2)c2ccccc21)NCc1cccs1 | -2% | 2% | 4 | 0.5% | -8% | -5% | -18 | 37%[activator] | -8% | ? | ?
COc1cccc(C2CC(c3ccccc3)n3ncnc3N2)c1 (stereo not given) | 1% | 0% | 1 | -0.4% | -4% | -4% | 15 | -1% | 9% | ? | 6%
CCOC(=O)c1ccc(NC(=O)Nc2c(C)n(C)n(-c3ccccc3)c2=O)cc1 | -4% | -9% | . | -0.4% | 3% | . | -8 | . | -2% | 0% | -2%
O=C(CCC1CCCC1)Nc1cccc(Cc2ccncc2)c1 | 0% | 12% | -2 | 0.2% | 1% | -1% | -5 | -3% | 18% | -8% | 0%
Nc1nc(Br)c2ccccc2c1-c1ccc(F)cc1 | 0% | -5% | 0 | -0.8% | 1% | -3% | 6 | . | -20% | ? | 141%[activator]
CC(C)(C)C(=O)CNS(=O)(=O)c1ccc(S(=O)(=O)NC2CCCC2)cc1 | 0% | 0% | 2 | -0.3% | -1% | 0% | -14 | 28% | ? | -1% | -1%
Cc1ccc(NC(=O)CCC(=O)NNC(=O)COc2ccc([N+](=O)[O-])cc2)c(C)c1 | . | -1% | . | 0.0% | -4% | 2% | 2 | . | ? | 0% | 6%
CC(C)(C)c1ccccc1NC(=O)CN1C(=O)NC(Cc2ccccc2)C1=O (stereo not given) | . | . | . | -0.8% | 0% | 3% | 5 | . | 11% | -3% | 4%
Cc1ccc(S(=O)(=O)NCCCn2ccnc2)cc1C(=O)NC(C)C | 0%[11.5 µM] | -2% | 6 | -0.2% | 1% | -3% | ? | 1% | ? | 0% | 5%
CN(CC(=O)Nc1ccccc1C(F)(F)F)C(=O)COc1cccnc1[N+](=O)[O-] | -2% | -1% | -3 | 0.1% | 1% | 0% | -2 | -3% | -19% | 5% | 1%
Cc1ccsc1C(=O)Nc1ccccc1N1CCOCC1 | -8% | -3% | 4 | -0.3% | -3% | -3% | -9 | . | 0% | 17% | -1%
Cc1c(C)c(C)c(S(=O)(=O)NCCC(=O)N2CCN(Cc3ccc(C#N)cc3)CC2)c(C)c1C | . | . | . | 0.2% | -2% | 1% | -4 | . | -5% | 5% | -1%
O=S(=O)(NCCCN1CCOCC1)c1ccc(Cl)s1 | 3% | -2% | 1 | 0.1% | -2% | -1% | -15 | . | -35% | 9% | 1%
COc1nc(N)c(S(=O)(=O)c2ccccc2C)cc1C#N | 21% | 0% | 3 | -0.4% | -1% | 1% | 5 | 37%[activator] | 16% | 5% | 11%
Cc1nc2ccccc2n1CC(=O)OCC(=O)Nc1ccc2c(c1)OCCO2 | 5% | 5% | 2 | -0.1% | 2% | 1% | -19 | -1% | 26% | -1% | 4%
CCOC(=O)N1CCN(C(=O)C(=O)N/N=C/c2ccc(OC)cc2OC)CC1 | 6% | -2% | 2 | -0.2% | 2% | -1% | 5 | . | 8% | 0% | -3%
Cc1cccc2cc(CN(CC(C)C)S(=O)(=O)c3ccccc3)c(=O)[nH]c12 | . | -4% | . | -0.6% | 3% | -8% | -19 | . | 20% | ? | -7%
O=c1c([N+](=O)[O-])cccn1Cc1ccc(F)cc1Cl | 6% | 2% | 0 | -1.1% | 2% | 0% | -94* | -3% | -34% | 0% | -2%
CCCN(C(=O)COC(=O)CSc1ccc([N+](=O)[O-])cc1)C1CCS(=O)(=O)C1 (stereo not given) | . | . | . | 0.0% | -1% | -3% | -21 | . | 7% | -9% | 2%
